From PubChem BioAssay
GSH fluor – compound fluoresces at 488/530 nm on GSH beads | hit rate 0.25% among 190,000 | fluorescence (KMESF) at 10 µM | GSH beads flow cytometry, compound fluorescence 488/530 nm; stronger effect = higher value; in the data active = fluorescence above about 89;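 also: glutathione beads carrying GST-tagged Bcl family fusion proteins plus one bare bead set; values are compound well signal with DMSO vehicle wells as background; inactives centre near 16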
Bim-Bcl-2 – human Bim-Bcl-2 interaction inhibition; hit rate 0.06% among 190,000; Bead-based flow cytometry, Bim peptide-Bcl-2 binding; P10415; inhibition, % at 10 µM; AID 950; in the data active = inhibition above about 40%; inconclusive = no clear call, values can overlap the other calls;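 also: 0% = no compound wells with probe peptide and 100% = reference peptide inhibitor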
Bcl-B Bim block – inhibitors of Bim-Bcl-B interaction, human; bead-based flow cytometry, Bim peptide-Bcl-B binding; inhibition, % at 10 µM; hit rate 0.073% among 190,000; AID 951;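 also: 0% = tracer peptide without compound and 100% = reference inhibitor peptide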
Bcl-XL Bim block – disrupts Bim peptide binding to human Bcl-XL; hit rate 0.04% among 190,000; Q07817; bead flow cytometry, fluorescence; AID 1007; inhibition, % at 10 µM
ABCG2 block – blocks JC-1 efflux by human ABCG2 transporter; Q9UNQ0; IgMXP3 cells, flow cytometry; inhibition, % at 6.6 µM; hit rate 0.1% among 190,000;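 active = inhibition above 80%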;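 also: 0% = DMSO and 100% = nicardipine control wells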
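System: two drug-resistant human cell lines, ABCG2 and ABCB1; controls: nicardipine high and DMSO low controls; times: 10 min exposure at 25 °C with rotation, no wash; detection: flow cytometry of retained JC-1 fluorescence; read-out basis: percent efflux inhibition, scaled nicardipine 100% to DMSO 0%; doses: one concentration, 6.6 µM final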
RGS7-Gao reg – regulators of human RGS7-Galphao interaction. P09471. Multiplexed bead flow cytometry, RGS7-Galphao binding; actives lie on both sides. binding response (% of control), % at 10 µM. hit rate 0.35% among 220,000; in the data active = binding response below about 49% or above about 150%; inconclusive = no clear call, values can overlap the other calls; inactive = in between;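 also: fluorescent Galphao held in activated GDP-AlF4 state binding bead-coupled RGS7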
RGS4-Gao reg – modulates binding of RGS4 to human Galphao. P09471. Multiplexed bead flow cytometry; actives lie on both sides. binding response (% of control), % at 10 µM. hit rate 0.33% among 220,000. AID 1415; in the data active = binding response below about 49% or above about 150%; inactive = in between;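 also: fluorescent Galphao activated with aluminum fluoride binding bead-coupled RGS4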
Bcl-W Bim block – inhibitors of Bim-Bcl-W interaction, human; bead-based flow cytometry, Bim peptide-Bcl-W binding; inhibition, % at 10 µM; hit rate 0.02% among 190,000; AID 952;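 also: 0% = bound tracer without compound and 100% = peptide blocker; higher means less fluorescent Bim peptide bound to Bcl-W beads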
Avidin fluor – avidin bead compound fluorescence profile | hit rate 0.38% among 220,000 | AID 1775 | fluorescence (KMESF) at 10 µM | Avidin beads, compound fluorescence 488/530 nm, flow cytometry; stronger effect = higher value; in the data active = fluorescence above about 47; also: inactives centre near 10
Bfl-1 Bim block – inhibitors of Bim-Bfl-1 interaction, human. Q16548. Bead-based flow cytometry, Bim-Bfl-1 binding inhibition. inhibition, % at 10 µM. hit rate 0.12% among 190,000;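 also: 0% = wells without compound plus tracer and 100% = blocker peptide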
ABCB1 inh – inhibitors of human ABCB1 transporter, ABCG2 counter-screen | P08183 | CCRF-Adr cells, JC-1 efflux, flow cytometry | AID 1326 | hit rate 0.067% among 190,000 | inhibition, % at 6.6 µM; in the data active = inhibition above about 40%;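 also: 0% = vehicle and 100% = reference inhibitor; higher value means more JC-1 retained so stronger ABCB1 efflux block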
* marks the source's active call; other numbers are inactive results; ? = inconclusive; · = no result given. Rule as the data show it, unless noted: active = inhibition above about 40%.

SMILES	GSH fluor	Bim-Bcl-2	Bcl-B Bim block	Bcl-XL Bim block	ABCG2 block	RGS7-Gao reg	RGS4-Gao reg	Bcl-W Bim block	Avidin fluor	Bfl-1 Bim block	ABCB1 inh
CCCC(C(=O)NCC1CCCO1)N(Cc1ccco1)C(=O)CNS(=O)(=O)c1ccccc1 (stereo unspecified)	5	-4.0	-6.0	-1.0	1.3	103.5	99.1	2.0	7	-11.0	0.2
COc1ccc(C2C(CC(=O)O)=C(Nc3ccccc3)C(=O)N2c2ccccc2)cc1 (stereo unspecified)	13	0.0	0.0	-4.0	0.6	102.1	101.8	-1.0	11	-3.0	0.4
Cc1[nH]n(C(N)=S)c(=O)c1N=Nc1ccc(S(=O)(=O)N2CCCC2)cc1	17	0.0	-9.0	-12.0	1.5	101.0	98.0	-6.0	21	-8.0	0.5
CN(C)C(CNC(=O)CNC(=O)c1ccc(Br)cc1)c1ccccc1 (stereo unspecified)	10	1.0	1.0	2.0	1.9	102.3	102.4	2.0	6	-2.0	0.6
COc1ccc(-n2c(O)c(C=NC3CC3)c(=O)[nH]c2=O)cc1	22	-1.0	2.0	0.0	1.3	98.6	94.6	1.0	13	-5.0	0.5
O=C(OCc1nc2ccccc2s1)c1cnccn1	26	13.0	10.0	12.0	9.2	100.3	99.8	7.0	8	20.0	0.2
Cn1c(N)c(C(=O)COC(=O)c2cnc(Cl)c(Cl)c2)c(=O)n(C)c1=O	15	-4.0	-2.0	0.0	-3.0	103.0	101.0	0.0	11	-6.0	-1.9
O=C(CCn1nnc2ccccc21)Nc1nnc(COc2ccccc2F)s1	15	-1.0	-1.0	-1.0	2.6	100.3	102.1	-1.0	9	-4.0	0.2
CCC(C(=O)N1CCN(S(C)(=O)=O)CC1)c1ccccc1 (stereo unspecified)	38	-9.0	-7.0	5.0	0.3	100.7	101.6	0.0	5	-13.0	0.3
CCOC(=O)N1CCN(CC(=O)N2CCC(C(N)=O)CC2)CC1	23	1.0	-1.0	0.0	2.4	93.9	93.0	0.0	8	-6.0	0.3
COC(=O)Cc1c(OC)ccn(CCc2c[nH]c3ccccc23)c1=O	13	-4.0	-4.0	0.0	3.4	103.2	102.8	-2.0	16	-5.0	0.8
O=C(CN1C(=O)c2cccc3cccc1c23)Nc1ccccc1C(=O)NCc1ccco1	17	16.0	-2.0	0.0	1.4	95.6	96.3	0.0	19	8.0	0.5
CC(C(=O)Nc1ccc(F)c(F)c1F)N(C)CC(=O)Nc1ccccc1Br (stereo unspecified)	16	-4.0	-8.0	-3.0	29.8	100.4	100.4	-3.0	5	-8.0	0.6
CN1CCN(c2ccc(NC(=O)c3ccc(C(F)(F)F)cc3)cn2)CC1	12	0.0	0.0	0.0	3.6	?	104.0	1.0	12	-6.0	0.4
Cn1nc(-c2ccccc2)c(CO)c1Sc1ccccc1	10	-5.0	-4.0	-3.0	0.0	92.9	94.7	-2.0	22	-11.0	0.2
CC1CCCCC1NC(=O)Cn1c(CN2CCCCC2)nc2ccccc2c1=O (stereo unspecified)	26	-1.0	-5.0	-2.0	1.5	98.1	98.0	-5.0	14	-4.0	1.1
COCCNC(=O)Cn1c(=O)n(Cc2ccc(C(=O)NCCc3ccc(OC)c(OC)c3)cc2)c(=O)c2ccccc21	15	0.0	0.0	-3.0	0.7	105.3	106.7	-5.0	10	3.0	-0.2
Cc1ccc(CN2C(=O)c3ccccc3C2C(=O)NCc2cccnc2)cc1 (stereo unspecified)	19	-7.0	-6.0	-2.0	-1.8	99.0	97.2	2.0	8	-10.0	-1.1
COc1cc(/C=N/NC(=O)CCN2CCN(c3ccccc3)CC2)cc(OC)c1OC	2	1.0	8.0	10.0	6.9	99.7	97.9	8.0	3	-1.0	0.5
Cc1c(NC(=O)CN2CCN(c3ccc([N+](=O)[O-])cc3)CC2)c(=O)n(-c2ccccc2)n1C	12	-1.0	-2.0	-1.0	-0.8	98.1	101.6	0.0	10	-3.0	0.1
c1ccc2sc(Sc3ncnc4sccc34)nc2c1	6	-7.0	-11.0	-5.0	8.1	94.0	94.9	-5.0	12	-3.0	-0.2
CCCCNC(=O)CC(=O)Nc1ccccc1C(=O)O	26	-2.0	0.0	-2.0	-0.7	86.7	85.8	-2.0	12	-2.0	-0.1
O=C(O)c1cccc(NC(=O)C2CC(=O)N(Cc3ccccc3)C2)c1 (stereo unspecified)	11	0.0	0.0	-2.0	1.6	97.8	101.2	1.0	7	2.0	0.3
Cc1nc(N2CCCCC2C)c2c(C)c(C(=O)Nc3ccccc3C(F)(F)F)sc2n1 (stereo unspecified)	11	1.0	0.0	-1.0	26.1	98.9	105.5	-4.0	9	-2.0	2.4
OCCN(CCO)CC(O)Cn1c2ccccc2c2ccccc21 (stereo unspecified)	27	1.0	0.0	0.0	5.2	97.6	99.3	2.0	10	1.0	1.3

Some of these compounds in order of count of non-hydrogen atoms, descending.
SMILES	GSH fluor	Bim-Bcl-2	Bcl-B Bim block	Bcl-XL Bim block	ABCG2 block	RGS7-Gao reg	RGS4-Gao reg	Bcl-W Bim block	Avidin fluor	Bfl-1 Bim block	ABCB1 inh
O=C(CCn1nnc2ccccc21)Nc1nnc(COc2ccccc2F)s1	15	-1.0	-1.0	-1.0	2.6	100.3	102.1	-1.0	9	-4.0	0.2
O=C(O)c1cccc(NC(=O)C2CC(=O)N(Cc3ccccc3)C2)c1 (stereo unspecified)	11	0.0	0.0	-2.0	1.6	97.8	101.2	1.0	7	2.0	0.3
OCCN(CCO)CC(O)Cn1c2ccccc2c2ccccc21 (stereo unspecified)	27	1.0	0.0	0.0	5.2	97.6	99.3	2.0	10	1.0	1.3

Back to the main list, repeating the 2 entries before the break.
SMILES	GSH fluor	Bim-Bcl-2	Bcl-B Bim block	Bcl-XL Bim block	ABCG2 block	RGS7-Gao reg	RGS4-Gao reg	Bcl-W Bim block	Avidin fluor	Bfl-1 Bim block	ABCB1 inh
Cc1nc(N2CCCCC2C)c2c(C)c(C(=O)Nc3ccccc3C(F)(F)F)sc2n1 (stereo unspecified)	11	1.0	0.0	-1.0	26.1	98.9	105.5	-4.0	9	-2.0	2.4
OCCN(CCO)CC(O)Cn1c2ccccc2c2ccccc21 (stereo unspecified)	27	1.0	0.0	0.0	5.2	97.6	99.3	2.0	10	1.0	1.3
CCOC(=O)Cc1csc(NC(=O)CSc2nc3cccnc3n2CC)n1	28	-1.0	0.0	-2.0	1.1	101.1	90.7	-2.0	4	-2.0	0.1
O=C(CSC1=NCCS1)c1ccc(Cl)cc1	10	0.0	-2.0	-2.0	2.2	?	100.4	-1.0	10	-4.0	1.1
CC[n+]1ccc(C)c2cc(P(=O)(c3ccccc3)c3ccccc3)ccc21	14	-2.0	6.0	2.0	-0.7	95.2	97.1	2.0	8	-3.0	0.4
COc1ccc(NC(=O)CS(=O)(=O)c2cn(CC(=O)N3CCOCC3)c3ccccc23)cc1	25	-1.0	0.0	0.0	0.1	91.5	98.2	3.0	9	-2.0	-0.1
Cc1c(N)cccc1-n1cccc1	14	-1.0	-6.0	-4.0	4.6	102.2	103.7	-7.0	5	-2.0	0.9
O=C(Nc1cc(C(=O)N2CCOCC2)cc(C(=O)N2CCOCC2)c1)c1cc(F)c(F)cc1Cl	17	-4.0	-1.0	-1.0	0.2	99.3	99.9	-2.0	9	-2.0	0.0
CCCc1cc(=O)[nH]c(SCC(=O)N2CCCc3ccccc32)n1	11	-3.0	-2.0	-1.0	7.8	105.0	102.6	0.0	12	-8.0	1.3
COCCNC(=O)CSc1nc2ccccc2c(=O)n1CCCC(=O)NCc1ccccc1	17	0.0	-7.0	-2.0	·	106.5	113.4	3.0	7	-16.0	·
CCC(=O)c1c[nH]c(C(=O)NCCCn2ccnc2)c1	25	-4.0	-2.0	-8.0	-0.4	94.0	92.8	-4.0	7	-9.0	0.1
O=C(CNS(=O)(=O)c1ccc(F)cc1)Nc1ccc(C(F)(F)F)cc1	7	-5.0	-5.0	-2.0	5.0	96.6	95.4	-3.0	11	-5.0	0.8
COc1ccc(C(C)=O)cc1CSc1nnc(Nc2ccc(C)cc2C)s1	11	-3.0	-2.0	-2.0	20.6	97.4	97.1	-4.0	13	-1.0	1.7
O=C(Cn1nc(Cl)nc1Cl)c1ccc2c(c1)OCCO2	37	-1.0	-4.0	-5.0	3.8	100.4	100.5	-4.0	16	-8.0	0.1
COc1ccc(NC(=O)COC(=O)CCCc2c[nH]c3ccccc23)cc1OC	25	-2.0	0.0	0.0	12.4	101.2	105.8	3.0	11	-3.0	1.6
Cc1ccc(S(=O)(=O)N(C)CCCC(=O)NC(C)(C)CO)cc1	13	0.0	-4.0	-4.0	1.7	97.0	102.7	-2.0	6	-7.0	2.1
O=C(Nc1ccccc1)N1CCN(c2ncccn2)CC1	42	-4.0	-4.0	-7.0	3.1	89.7	86.9	0.0	5	-10.0	0.3
O=[N+]([O-])c1ccc(NC(=S)NCCc2ccccc2)cc1	20	8.0	-3.0	0.0	6.9	104.0	102.1	3.0	14	5.0	0.1
Cc1cc(F)ccc1NCc1cccnc1	17	0.0	-1.0	0.0	0.3	104.5	103.8	0.0	37	0.0	0.2
COc1cc(NS(=O)(=O)c2ccc(C)c(C)c2)c(OC)cc1Cl	4	-3.0	-3.0	-9.0	1.9	98.8	103.0	2.0	7	-12.0	0.4
CC(C)(C)NC(=O)C(c1ccncc1)N(C(=O)CNC(=O)c1ccco1)c1ccc2c(c1)OCO2 (stereo unspecified)	13	-5.0	-7.0	-5.0	3.7	98.9	99.3	-4.0	28	-7.0	0.7
CC1(C)CC(=O)C2=C(C1)Nc1ccccc1NC2c1ccccn1 (stereo unspecified)	7	0.0	0.0	0.0	2.8	99.9	98.9	-2.0	14	-3.0	0.8
O=C(NCc1ccc(Cl)cc1Cl)C(=O)N1CCCCC1	28	-12.0	-7.0	-5.0	14.5	105.1	102.1	2.0	15	-18.0	0.1
COc1ccc(S(=O)(=O)n2ccnc2)c2cccnc12	10	1.0	-2.0	0.0	-0.5	101.3	100.4	0.0	9	0.0	-0.3
CC(=O)c1ccc(N2CCN(c3ccc(C(N)=O)cc3[N+](=O)[O-])CC2)cc1	15	-3.0	-2.0	-3.0	15.4	?	98.7	-2.0	10	-4.0	0.7
O=C(COC(=O)CCC(=O)c1cccs1)NC1CC1	19	-4.0	-2.0	0.0	1.5	?	94.4	3.0	10	-2.0	0.8
NNC(=O)[C@H]1C[C@@H]1c1ccccc1	8	-3.0	-2.0	0.0	-1.2	102.6	102.1	-1.0	11	-17.0	-0.1
O=S(=O)(Nc1cccnc1)c1cc(Cl)ccc1Cl	10	-6.0	-5.0	-4.0	0.3	102.0	100.7	6.0	8	-8.0	0.2
CCOC(=O)CSc1nc(C)nc2c1sc1nc(C)c(C(C)=O)c(-c3ccc(OC)cc3)c12	9	0.0	-4.0	-1.0	-4.5	104.7	99.2	-4.0	15	-1.0	-0.7
